Source: PubChem BioAssay
Pin1 inh – blocks the human prolyl isomerase Pin1; Q13526; Pin1 FP peptide displacement, HiFluor488, 10 min; Potency, µM (titrated, usually from 115 µM), for inactives: at the top dose activity, negative = inhibition, most hits filed as inhibitors; hit rate 0.009% among 390,000; active = well fitted inhibition curve with a large enough effect in the polarisation, with a control signal flat, not every such curve was filed as active; inconclusive = small, poorly fitted or top-dose-only effect, or effect the other way, or a change in a side signal; inactive = no such curve, though single readings can be large or run the other way; the % refers to the polarisation; note: potency is the fitted concentration of half-maximal effect; % is set by controls: 0 for no effect and ±100 for the full control effect
Target sequence (Q13526 whole entry, looked up): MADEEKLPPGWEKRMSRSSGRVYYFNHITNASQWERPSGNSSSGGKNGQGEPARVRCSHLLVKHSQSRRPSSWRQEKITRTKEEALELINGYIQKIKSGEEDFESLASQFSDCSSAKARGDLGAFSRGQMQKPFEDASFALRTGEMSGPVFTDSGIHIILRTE
GLS inhibitor – glutaminase GLS (human) inhibition; O94925; GLS enzymatic activity, qHTS titration; Potency, µM (top dose mostly 45.5 µM), for the others: at the highest dose activity change, negative = inhibition, most hits filed as inhibitors; hit rate 0.21% among 410,000; note: potency is the fitted concentration of half-maximal effect; % is set by controls: 0 for no effect and ±100 for the full control effect
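Glutamate formation by hKGA was monitored fluorometrically using coupled glutamate oxidase, HRP and Amplex Red. Substrate was added as 1 mM L-glutamine solution; incubation was 30 min at RT after an initial read.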
PI4K2A inh – inhibitors of human PI4K2A. Q9BTU6. purified PI4K2A, ADP-Glo luminescence, 1 h; hits give low values. activity change, negative = inhibition, % at 76.9 µM. hit rate 0.13% among 420,000; in the data active = activity change below about -50%; inconclusive = mostly about -30% to -49%;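 note: -100% = wells without enzyme as full effect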
Target sequence (Q9BTU6 whole entry, looked up): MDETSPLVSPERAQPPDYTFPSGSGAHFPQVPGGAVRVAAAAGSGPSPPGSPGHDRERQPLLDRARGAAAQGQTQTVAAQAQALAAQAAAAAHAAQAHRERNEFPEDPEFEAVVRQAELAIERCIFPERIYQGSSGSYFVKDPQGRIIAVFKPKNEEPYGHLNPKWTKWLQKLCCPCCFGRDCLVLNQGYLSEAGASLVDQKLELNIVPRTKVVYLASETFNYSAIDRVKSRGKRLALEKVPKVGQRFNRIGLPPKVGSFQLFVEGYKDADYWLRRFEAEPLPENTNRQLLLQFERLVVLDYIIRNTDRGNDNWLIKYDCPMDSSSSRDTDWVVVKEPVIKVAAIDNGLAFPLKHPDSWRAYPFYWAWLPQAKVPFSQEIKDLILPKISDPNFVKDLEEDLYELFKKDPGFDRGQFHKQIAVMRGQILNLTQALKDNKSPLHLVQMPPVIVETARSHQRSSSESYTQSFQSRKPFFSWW
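ADP-Glo luminescence measured ADP generated by PI4K2A enzyme (4 ug/mL before mixing) with 1.2 mM PI substrate (pre-mix) and 300 microM ATP (pre-mix). Tris pH7.5 buffer with MgCl2, Triton X-100; 1 h reaction at ambient temperature.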
BAZ2B block – BAZ2B (human) inhibition; hit rate 4.4% among 360,000; Potency, µM (top dose mostly 114 µM), for inactives: at the top dose activity change, negative = inhibition, hits mostly inhibitors; AlphaScreen BAZ2B-H3K14Ac peptide displacement; note: potency is the fitted concentration of half-maximal effect; % is set by controls: 0 for no effect and ±100 for the full control effect; nearly all actives have a fitted effect of over 60% in size
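AlphaScreen displacement: compounds (up to 110uM) incubated 30 min at room temperature with a preformed 50 nM BAZ2B/50 nM biotinylated H3K14Ac peptide complex in PBS pH 7.4 with Tween-20. Donor and acceptor beads at 10 ug/mL final added, 20 min light-protected before reading.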
JMJD2A Tudor – inhibitors of human JMJD2A Tudor domain. O75164. AlphaScreen JMJD2A-Tudor / H3K4me3 peptide binding. Potency, µM (titrated, usually from 114 µM), inactives show top-dose activity change, negative = inhibition, hits mostly inhibitors. hit rate 4.4% among 390,000; note: potency is the fitted concentration of half-maximal effect; % is set by controls: 0 for no effect and ±100 for the full control effect; nearly all actives have a fitted effect of over 50% in size
HP1b chromo inh – inhibitors of HP1-beta chromodomain binding to methylated histone tails; hit rate 0.56% among 390,000; AID 540317; P83916; AlphaScreen HP1-beta / biotin-H3K9me3 peptide binding; Potency, µM (highest dose often 114 µM), inactives show at the highest dose activity change, negative = inhibition, hits mostly inhibitors; note: potency is the fitted concentration of half-maximal effect; nearly all actives have a fitted effect of over 70% in size; inactives centre near 23
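Compound inhibition of the preformed complex between 50 nM HP1-beta and 50 nM biotinylated H3K9me3 peptide was read by AlphaScreen. Buffer was PBS pH 7.4 with 0.01% Tween-20. Incubations ran 30 min at room temperature, with 10 ug/mL donor/acceptor beads.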
G9a inh – inhibitors of human histone lysine methyltransferase G9a. Q96KQ7. G9a H3K9 monomethylation, AlphaScreen, 2 h. Potency, µM (highest dose often 102 µM), without a hit: at the highest dose activity, negative = inhibition, most hits filed as inhibitors. hit rate 8.8% among 350,000; note: potency is the fitted concentration of half-maximal effect; % is set by controls: 0 for no effect and ±100 for the full control effect; nearly all actives have a fitted effect of over 75% in size
Target sequence (Q96KQ7 913-1193 limits assumed): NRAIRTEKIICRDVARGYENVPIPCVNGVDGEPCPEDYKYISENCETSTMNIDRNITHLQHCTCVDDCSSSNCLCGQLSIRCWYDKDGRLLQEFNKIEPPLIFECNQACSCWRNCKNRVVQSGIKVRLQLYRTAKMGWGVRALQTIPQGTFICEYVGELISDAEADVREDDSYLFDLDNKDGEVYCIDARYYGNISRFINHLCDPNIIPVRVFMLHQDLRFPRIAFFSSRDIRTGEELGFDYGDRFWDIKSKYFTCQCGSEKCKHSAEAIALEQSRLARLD
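Methyltransferase reactions run at room temperature for 2 h (20 nM enzyme, 500 nM biotin-H3K9 peptide, 20 uM SAM) after a 15 min compound preincubation; product detected by AlphaScreen beads and anti-H3K9me1 antibody.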
PGK inhibitor – T. brucei PGK inhibition | P07378 | PGK/GAPDH coupled, Kinase-Glo luminescence, 60 min | Potency, µM (highest dose often 57.5 µM), for the others: at the highest dose activity change, negative = inhibition, most hits filed as inhibitors | hit rate 0.043% among 380,000; note: potency is the fitted concentration of half-maximal effect; % is set by controls: 0 for no effect and ±100 for the full control effect; nearly all actives have a fitted effect of over 60% in size
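Recombinant glycosomal PGK reaction used 1,3-bisphosphoglycerate generated in-well by GAPDH (100nM final) in 100mM TEA pH 7.6, 5mM MgCl2, 0.01% Tween-20. After 60 minutes at room temperature, ATP was read by Kinase-Glo Plus luminescence end-point.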
Pol eta inh – blocks human DNA polymerase eta activity | Potency, µM (titrated, usually from 114 µM), for inactives: top-dose activity change, negative = inhibition, most hits filed as inhibitors | AID 588591 | hit rate 1.2% among 390,000 | recombinant Pol eta, fluorescent DNA replication assay; note: potency is the fitted concentration of half-maximal effect; % is set by controls: 0 for no effect and ±100 for the full control effect
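Fluorescent replication assay: 50 nM final substrate added after a 15 min room-temperature compound preincubation with 10 nM enzyme. Signal taken at 0 min and again at 10 min.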
* = called active by the depositor; i = inactive; ? = inconclusive; · = no result given; & = joins results of further samples; [ ] = dose if it differs, or a comment. Unless noted, calls come from the whole dose curve; as a rule, active = well fitted curve in the direction sought with a large enough effect; inconclusive = small, poorly fitted or top-dose-only effect, or another doubt; inactive = no such curve, though single readings can be large; an effect the other way counts as inactive or inconclusive. These rows are one share of the data; count on the stated rates, not on these rows.

SMILES	Pin1 inh	GLS inhibitor	PI4K2A inh	BAZ2B block	JMJD2A Tudor	HP1b chromo inh	G9a inh	PGK inhibitor	Pol eta inh
O=C1CC(=O)Nc2cc(S(=O)(=O)N3CCOc4ccc(Cl)cc43)ccc2N1	-6%&-9%	-2%&5%	5&-4	-27%&-9%	?	10%&4%	2%	-8%	-3%&-18%
CCOc1ccccc1CNC(=O)c1ccc2nc(CCc3ccccc3)oc2c1	-2%	9%	-2	-1%	-16%	25%[57 µM]	17%[59 µM]	6%	-14%
Cc1cccc(C(=O)NNc2ncnc3c2cnn3C)c1	1%	-20%	0	2%	-8%	36%	2%	i	-16%
O=C1CCCN1CCNC(=S)Nc1ccccc1	1%	17%	-1	-21%	-1%	4%	-3%[12.7 µM]	-1%	-3%
O=c1oc(-c2ccccc2)cc(Cl)c1Cl	-2%	1%	15	-2%	-4%	18%	-42%	-5%	-1%
O=C(N/N=C/c1ccco1)c1cnccn1	-1%	-4%	1	9%	?	11%	5%[59 µM]	·	12%
Cc1ccc(C(=O)N(CN2CCCC2=O)c2ccccc2)cc1C	-3%	2%	-2	-3%	-20%	13%	-39%[0.0925 µM]	-7%	-3%
O=S(=O)(c1ccccc1)N1CCN(c2ncccn2)CC1	0%	-2%	6	1%	-8%	49%[activator]	3%[2.33 µM]	i	-12%
CCOC(=O)c1ccc(NS(=O)(=O)c2cc(C)ccc2OC)cc1	-2%	5%	7	0%	-7%	36%	9%[59 µM]	1%	-23%
O=C(/C=C/c1cccc2ccccc12)NCCC1=CCCCC1	5%	7%	5	-3%	-14%	29%	·	0%	-11%
C=CCn1c2ccccc2c2nnc(SCC(=O)Nc3c(C)n(C)n(-c4ccccc4)c3=O)nc21	?	0%	-2	-36%	-6%	34%	?	-1%	?
CCCCNC(=O)/C(C#N)=C/c1ccc(F)cc1F	-4%	0%	33	6%	-3%	18%	-34%	4%	-2%
CN(CC(=O)Nc1ccccc1)CC(=O)Nc1ccccc1Cl	9%	-6%	7	3%	8%	44%[activator]	10%	-6%	-17%
CCOc1cc(NC(=S)NCc2ccco2)c(OCC)cc1NC(C)=O	1%	43%[activator]	-2	?	-26%	4%	-5%[0.501 µM]	4%	-8%
CCOC(=O)C1(Cc2cccc(OC)c2)CCCN(C(=O)CSC)C1 (stereo not given)	-8%	17%	-1	·	-17%	43%[activator]	·	-4%	-7%
O=C(N/N=C/c1cccs1)C1COc2ccccc2O1 (stereo not given)	-2%	12%	5	-2%	-12%	12%	-43%[59 µM]	-6%[11.5 µM]	1%
CN(c1ccccc1)S(=O)(=O)c1cccc(C(=O)Nc2ccc(N3CCOCC3)cc2)c1	8%	2%	-2	?	?	-29%	56µM*	8%	-4%
O=C(Oc1ccc2ccc(=O)oc2c1)c1cccs1	-2%	-2%	2	-2%	-13%	38%	-9%[59 µM]	i	-11%
CCCN(C(=O)c1cn(C)c(=O)c2cc(OC)c(OC)cc12)c1ccc(CC)cc1	?	1%	3	-9%	-12%	12%	-20%[59 µM]	10%	-7%
COc1cc(OC)cc(-c2sc3ccc(OC)cc3c2-c2ccc(OCCN3CCCCC3)cc2)c1	-2%	5%	4	·	20µM*	-32%	·	-11%	-2%
O=C(OCC(=O)N1CCCC1)c1ccc(NS(=O)(=O)c2cccs2)cc1O	-4%	14%	4	·	-13%	17%	4%	-6%	-19%
O=C(COC(=O)C1CCC(N2C(=O)C3C4CCC(C4)C3C2=O)CC1)c1ccc(F)cc1 (stereo not given)	-2%	-2%	0	1%	-4%	30%	-12%	0%	-15%
COc1ccc(CCNC(=O)C2CC3Cn4c(nc5cc6ccccc6cc54)C3N2C)cc1 (stereo not given)	0%	-5%	4	-24%	-10%	24%	?	-7%	-6%
CN(C)/C=C(\C#N)C(=O)c1cccnc1Oc1ccc(F)cc1F	5%	5%	3	-30%	-12%	9%	17%	-2%	-9%
O=C(O)/C=C\c1ccccc1Oc1cccc(Cl)c1	4%	9%	3	-9%	-17%	15%	23%	2%	0%
CCOC(=O)C1=C(c2ccccc2)N2CCS(=O)(=O)N=C2S1	0%	-2%	2	6%	-5%	32%[activator]	?	·	-12%
CCc1ccc(S(=O)(=O)c2cn(Cc3ccccc3)c3cc(F)c(F)cc3c2=O)cc1	-3%	-3%	2	-8%	-10%	28%	?	18%	-13%
O=C(O)CCN1CCc2ccccc2C1c1ccncc1 (stereo not given)	8%	0%	0	-25%	-6%	46%[activator]	50µM*	2%	-2%
CCOc1cc(C=O)cc(N=Nc2cccc([N+](=O)[O-])c2)c1O	?	11%	-3	25µM*	?	?	45µM*	-12%	-14%
CC(C)COc1ccc2[nH]c3c(c2c1)CCCC3=O	6%	6%	-2	?	-14%	11%	4%	-8%	2%
COP(=O)(OC)C(Nc1ccc(C)cc1)c1ccc([N+](=O)[O-])cc1 (stereo not given)	0%	14%	1	-9%	-26%	6%	-4%[59 µM]	2%	5%
O=C(CSc1nc2c(oc3ccccc32)c(=O)[nH]1)Nc1cccc(Cl)c1	18%	10%	-1	-7%	-12%	18%	3%[59 µM]	-2%	-13%
CCCc1nnc(NS(=O)(=O)c2ccc(C)cc2)o1	-3%	3%	-1	·	-24%	6%	·	-2%	0%
O=C(O)c1ccc(Cl)c(N2C(=O)Nc3ccccc3N2O)c1	1%	-1%	0	-15%	1%	33%	?	1%	-3%
Cc1ccc2[nH]c(=O)c(CN3CCCCC3)c(-c3ccccc3)c2c1	12%	2%	-3	-30%	-31%	25%	?	i	-3%
Nc1nc(=S)[nH]c2c1C1(CCCCC1)Cc1ccccc1-2	-1%	6%	-3	-1%	-39%	21%	-8%[59 µM]	-5%	-1%
Cc1ccc2cc(CN(CC3CCCO3)C(=S)NCc3ccco3)c(=O)[nH]c2c1C (stereo not given)	9%	6%	-3	?	?	?	45µM*	-2%	-5%
COC(=O)c1sccc1NC(=S)N1CCN(c2cc(C)ccc2C)CC1	6%	6%	-1	-1%	1%	21%	12%	?	-11%
N/C(=N\OC(=O)c1cccc(Br)c1)c1ccccn1	0%	-5%	-23	-35%	-3%	45%[activator]	?	-14%	-12%
Cc1ccc(S(=O)(=O)NCC(=O)N(CCc2ccccc2)CC(=O)NCc2ccco2)cc1	0%	0%	-5	?	-23%	15%	?	1%	-17%
O=C1NC(=O)/C(=C/c2cc3c(cc2Br)OCO3)S1	-6%	6%	-1	-23%	-10%	21%	?	0%	-12%
CCCCNc1c(-c2ccc(OC)c(SC3CCCCC3)c2)nc2cnccn12	25%	16%	4	?	?	27%	23%[2.33 µM]	-3%	?
CC(=O)Nc1ccc(NC(=O)CCCn2cnc3ccccc3c2=O)cc1	-4%	1%	-5	-1%	-5%	33%	?	i	-12%
CCOC(=O)CSc1nc(NC#N)nc(N(CC)CC)n1	6%	-4%	4	8%	-8%[11.4 µM]	1%	8%[59 µM]	i	-14%
CC1CCN(C2CC(=O)N(c3ccc(Br)cc3Br)C2=O)CC1 (stereo not given)	15%	2%	0	-5%	-16%	0%	·	2%	-5%
Cc1ccc2c(c1)C1CN(C)CCC1N2C(=O)c1ccccc1NS(=O)(=O)c1cccc(C(F)(F)F)c1 (stereo not given)	-5%	2%	2	-13%	-30%	15%	2%[59 µM]	4%	-13%
CN(C)c1ccc(/C=N/NC(=O)CCCO)cc1	1%	24%	-1	?	-8%	31%	?	-2%	?
Fc1ccc(CSc2nnc3ccc(-c4ccncc4)nn23)cc1	-8%	-5%	-2	-21%	-1%[11.4 µM]	74%[activator]	?	i	36%[activator]

Compound profiles (already shown):
Fc1ccc(CSc2nnc3ccc(-c4ccncc4)nn23)cc1 in the list: Pin1 inh: -8%; GLS inhibitor: -5%; PI4K2A inh: -2; BAZ2B block: -21%; JMJD2A Tudor: -1%[11.4 µM]; HP1b chromo inh: 74%[activator]; G9a inh: ?; PGK inhibitor: i; Pol eta inh: 36%[activator]
Cc1ccc2cc(CN(CC3CCCO3)C(=S)NCc3ccco3)c(=O)[nH]c2c1C (stereo not given) in the list: Pin1 inh: 9%; GLS inhibitor: 6%; PI4K2A inh: -3; BAZ2B block: ?; JMJD2A Tudor: ?; HP1b chromo inh: ?; G9a inh: 45µM*; PGK inhibitor: -2%; Pol eta inh: -5%

Continued.
SMILES	Pin1 inh	GLS inhibitor	PI4K2A inh	BAZ2B block	JMJD2A Tudor	HP1b chromo inh	G9a inh	PGK inhibitor	Pol eta inh
CC1CN/C(=C\C(=O)c2ccc(Br)cc2)C(=O)N1 (stereo not given)	11%	-11%	0	-4%	-10%	25%	7%	-2%	-8%
COC(=O)c1ccccc1NC(=O)N(Cc1ccc(C)cc1)Cc1cccn1-c1nnc(N2CCCC2=O)s1	1%	3%	0	3%	4%	25%	0%[59 µM]	9%	-22%
Cc1ccc(NC(=O)CN(C)S(=O)(=O)c2cccs2)cc1C	15%	11%	-1	-12%	-10%	26%	-6%	5%	-10%
CC1CCc2c(C(=O)NCCN3CCOCC3)csc2C1 (stereo not given)	-1%	?	-1	3%	-10%	15%	11%	·	-4%
COc1ccc(-c2c(C(F)(F)F)oc3c(CN4CCN(C)CC4)c(O)ccc3c2=O)cc1	3%	23%	-11	12%	-9%	24%	16%[12.7 µM]	-2%	-14%
CCCn1c2ccccc2c2nnc(SCC(=O)OCC)nc21	-1%	3%	-10	2%	-12%	16%	-38%[12.7 µM]	0%	-8%
CC(C)c1ccc(NC2CCCN(C(=O)CCN3CCCC3=O)C2)cc1 (stereo not given)	-9%	-10%	2	-19%	-20%	15%	·	7%	-15%
Oc1ccc(Nc2nc(-c3ccccc3F)nc3ccccc23)cc1	-1%	53%[activator]	-1	3%	-20%	19%	?	i	-12%
COc1ccccc1N1CCN(c2cc(=O)n(-c3ccc(Br)cc3)c(=O)[nH]2)CC1	-8%	-8%	7	-1%	-8%	5%	13%	i	-12%
